Bioassay records deposited in PubChem by several laboratories.
H69AR growth 86K: proliferation blockers of H69AR lung cancer cells, primary screen, cell-based, human, 86K library; H69AR lung tumor viability, ATP luminescence, 72 h; hits give low values; viability, % at 10 µM; 85,000 tested, 6% active; AID 598, 2007;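 active = viability at or below 40%; inactive = viability above 40%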;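 note: multidrug resistant small cell line overexpressing MRP-1 efflux transporter; 100% = mean luminescence of untreated control wells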
CYP2C19 act: human CYP2C19 activators, primary screen, biochemical, luminescence | Cytochrome P450 2C19 (Homo sapiens), P33261 | recombinant CYP2C19, luciferin-H EGE luminescence; hits give high values; 0 = fully inhibited enzyme, 1 = untreated enzyme | activation factor at 5 µM | 96,000 tested, under 10 active;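 active = activation factor of at least 2 at 5 µM in the primary screen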;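 note: 0 = wells with 2.5 mM tranylcypromine and 1 = vehicle-only wells; values of inactives mirror those of a sister screen read the other way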
CYP2C19 inh: blockers of cytochrome P450 2C19 activity – biochemical, luminescence, ADME assay, primary screen | P33261 | CYP2C19 Supersomes, luciferin-H EGE luminescence, 30 min | inhibition, % at 5 µM | 96,000 tested, 21% active | AID 778, 2007;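 active = CYP2C19 inhibition above a set limit at 5 µM in the primary screen, cut at about 50% in these data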;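 note: plate controls were negative control wells for no effect and 2.5 mM tranylcypromine positive control for full effect; values of inactives mirror those of a sister screen read the other way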
Fibroblast inh: antiproliferative effect on LL 47 fibroblasts – human, LL 47 cells, CellTiter-Glo luminescence, primary screen | LL 47 human lung fibroblast viability, ATP luminescence; hits give low values | viability, % at 10 µM | 85,000 tested, 1.1% active | AID 719, 2007;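 active = viability at or below 50% in the single dose screen; inactive = viability above 50%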;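 note: compound exposure lasted 72 h before the ATP readout; 100% = median luminescence of untreated cell-only wells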
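Test system: LL 47 human lung fibroblasts / Incubation: 72 h compound exposure at 37 °C after overnight plating / Technique: luminescent ATP detection, CellTiter-Glo / Compound dosing: 0.1% DMSO in all compound wells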
HUVEC prolif 384: inhibitors of HUVEC proliferation, primary screen, cell-based, 384-well | AID 648, 2007 | 86,000 tested, 1.1% active | viability, % at 10 µM (by protocol) | CellTiter-Glo luminescence, 72 h; hits give low values;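 active = viability at or below 30%; inactive = viability above 30%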;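 note: 100% = median luminescence of DMSO-only cell control wells on each plate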
CD11b adhes enh: enhancers of CD11b/CD18 adhesion to fibrinogen, primary screen, K562 cells, luminescence; Integrin beta-2 (Homo sapiens) + Integrin alpha-M (Homo sapiens), P05107+P11215; ATPlite luminescence; activation, % at 10 µM; 93,000 tested, 0.07% active; AID 1499, 2009;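 active = 10 µM primary screen giving 50% or more activity, confirmed by 40% or more on retest at that dose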; note: strong numbers were not always called active
Target sequence (P05107 whole entry, looked up, other chains not shown): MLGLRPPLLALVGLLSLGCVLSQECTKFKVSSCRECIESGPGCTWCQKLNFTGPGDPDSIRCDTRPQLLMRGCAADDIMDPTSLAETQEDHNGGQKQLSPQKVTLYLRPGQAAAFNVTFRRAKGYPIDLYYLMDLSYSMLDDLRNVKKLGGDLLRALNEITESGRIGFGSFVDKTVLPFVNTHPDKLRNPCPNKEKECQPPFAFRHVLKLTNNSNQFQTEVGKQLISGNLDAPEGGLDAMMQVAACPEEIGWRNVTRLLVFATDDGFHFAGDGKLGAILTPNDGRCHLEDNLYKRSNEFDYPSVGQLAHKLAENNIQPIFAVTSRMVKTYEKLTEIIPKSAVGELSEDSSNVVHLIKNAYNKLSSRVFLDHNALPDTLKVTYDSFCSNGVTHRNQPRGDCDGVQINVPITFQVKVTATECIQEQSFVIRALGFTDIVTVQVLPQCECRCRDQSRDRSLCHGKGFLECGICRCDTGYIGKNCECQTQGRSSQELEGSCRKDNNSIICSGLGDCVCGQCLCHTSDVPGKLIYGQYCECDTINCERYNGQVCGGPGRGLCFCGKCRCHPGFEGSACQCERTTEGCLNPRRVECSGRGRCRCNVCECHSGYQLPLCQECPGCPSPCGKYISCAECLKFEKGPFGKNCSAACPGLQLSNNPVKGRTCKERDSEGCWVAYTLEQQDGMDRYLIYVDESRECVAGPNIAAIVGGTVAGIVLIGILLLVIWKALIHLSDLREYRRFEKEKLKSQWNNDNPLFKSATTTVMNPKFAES
ERa SRC1 pot: enhancers of ERα–SRC-1 coactivator binding, primary screen, biochemical, TR-FRET, ERα LBD, low estradiol; 86,000 tested, 1.3% active; TR-FRET ERalpha-LBD/SRC-Cy5 coactivator binding, 2 h; 100 = basal binding, no effect; coactivator binding (% of control), % at 25.6 µM; Estrogen receptor (Homo sapiens), P03372; in the data active = activity above about 200%;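 note: binding measured in presence of low estradiol as agonist stimulus; 0% = peptide alone without receptor and 100% = receptor with peptide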
CD11b adhes inh: inhibitors of CD11b/CD18 adhesion to fibrinogen, primary screen, K562 cells, luminescence | Integrin beta-2 (Homo sapiens) + Integrin alpha-M (Homo sapiens), P05107+P11215 | ATPlite luminescence; Mn2+ added to activate the integrin | inhibition, % at 10 µM | 93,000 tested, 0.54% active | AID 1497, 2009;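 active = primary inhibition of 50% or more at 10 µM, then 40% or more on retest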; note: some results filed as inactive read as strong as hits
ERa SRC1 inh: ERα–SRC-1 coactivator interaction inhibitors, primary screen, biochemical, TR-FRET, ERα LBD, estradiol-bound; Estrogen receptor (Homo sapiens), P03372; TR-FRET ER-alpha LBD / SRC-1 peptide; inhibition, % at 25.6 µM; 86,000 tested, 1.7% active; AID 629, 2007; in the data active = inhibition above about 50%;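 note: 0% = receptor plus peptide control and 100% = peptide only without receptor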
* marks the source's active call; other numbers are inactive results; . = not tested or not shown; [ ] = dose if it differs, or a comment.

SMILES	H69AR growth 86K	CYP2C19 act	CYP2C19 inh	Fibroblast inh	HUVEC prolif 384	CD11b adhes enh	ERa SRC1 pot	CD11b adhes inh	ERa SRC1 inh
Cc1ccc(-c2nnn(Cc3nc4ccccc4s3)n2)cc1	104	0.8	15	98	98	-1	108	21	-3
COc1ccc(N=C2S/C(=C\c3ccco3)C(=O)N2CC(C)C)cc1	.	1.1	-8	.	.	11	.	0	.
COCCn1nnnc1CN1CCN(c2cccc(C(F)(F)F)c2)CC1	105	0.2	78*	109	95	-3	127	-8	-1
CC/C(O)=C(\C#N)c1nnc2n1CCCCC2	104	1.1	-10	101	98	.	100	.	-12
CCc1nnc(NC(=O)C2Cc3ccccc3CN2S(=O)(=O)c2ccc(C)cc2)s1 (stereo not drawn)	56	0	99*	99	96	.	89	.	1
CCCCN(C)C(=O)c1oc2ccc(S(=O)(=O)N3CCCCCC3)cc2c1C	53	0.7	30	94	110	-4	98[fluorescence artefact?]	8	-4
O=C(NCCCCCCNC(=O)NCc1ccco1)NCc1ccco1	105	1.1	-13	116	114	-4	135	3	3
COc1ccc(/C(O)=C2\C(=O)C(=O)N(CCN(C)C)C2c2cccc(OC)c2OC)cc1Cl (stereo not drawn)	101	1.2	-16	98	100	-2	119	-9	-1
O=C(CCCC(=O)OCC(=O)NC1CCCC1)Nc1ccccn1	73	1.1	-5	.	102	-3	130	16	1
CCOc1ccc(C(=O)N2CCN(c3ccccc3)CC2)cc1OCC	78	0.6	39	97	103	.	100[fluorescence artefact?]	.	-9
CNC(=O)c1nc(C)n(-c2cc(Cl)ccc2Cl)n1	.	1.1	-8	.	.	2	.	18	.
O=C(Nc1ccccc1)c1ccc(NCC2CCCO2)c(S(=O)(=O)N2CCOCC2)c1 (stereo not drawn)	80	.	.	89	82	.	103[fluorescence artefact?]	.	1
COc1ccc(C2C3=C(CC(C)(C)CC3=O)Oc3ncn(CCO)c(=N)c32)cc1OC (stereo not drawn)	92	0.9	12	102	106	1	108	6	-6
Cn1ncc2c1ncn1nc(COc3ccc4ccccc4c3)nc21	105	1	4	91	93	-2	106	16	-13
Cn1c(-c2nonc2NC(=O)c2ccc(C(C)(C)C)cc2)nc2ccccc21	93	1	-5	104	109	4	127	-18	29[fluorescence artefact?]
O=[N+]([O-])c1ccc2c(c1)C(N1CCOCC1)/C(=C/COc1ccc(F)cc1)O2 (stereo not drawn)	.	0.2	84*	.	.	1	.	-23	.
CCc1ccccc1NC(=O)CSc1nc2n[nH]c(C)c2c(=N)n1-c1cccc(OC)c1	60	.	.	87	82	.	84	.	7
O=C1c2ccccc2-c2nc3ccccc3nc21	79	0.9	7	102	77	-2	97[fluorescence artefact?]	10	13
COc1ccc(C(=O)CSc2nnc(C(CO)NC(=O)c3ccc(OC)cc3)n2C)cc1 (stereo not drawn)	97	0.6	44	103	101	1	74	-11	-25
CCCn1c(NCc2ccco2)nc2ccccc21	97	1	2	93	98	9	111	-2	-5
O=C(CCc1ccccc1)Nc1nncs1	89	0.9	8	97	95	.	99[fluorescence artefact?]	.	-1
CCOC(=O)c1cnc2sc3c(n2c1=O)CCCC3	76	0.9	8	96	102	-2	89	21	-7[fluorescence artefact?]
C=CCn1c(-c2csc3ccccc23)n[nH]c1=S	.	0.1	93*	.	.	-3	.	-1	.
COC(=O)c1ccccc1NC(=O)C1CCC(=O)N1S(=O)(=O)c1ccc(C)cc1 (stereo not drawn)	.	1.1	-10	.	.	-2	.	-15	.
CCCN(CC1CC1)C(=O)CSc1nnc(-c2cc(-c3cccs3)nc3ccccc23)o1	75	1	0	109	100	-4	105	1	0
O=C(Nc1ccc2c(c1)OCCO2)c1cc2sccc2n1Cc1ccc(F)cc1	101	0.4	60*	93	92	.	128	.	13
CCn1c(COc2ccccc2C)nc2ccccc21	82	.	.	87	83	.	120	.	-11
CCc1cccc(OCCCCN(CC)CC)c1	78	0.9	8	93	98	-2	105	3	-4
CN(C)S(=O)(=O)Oc1cccc(C(=O)Nc2ccccc2Cl)c1	.	0.5	52*	.	.	-2	.	-10	.
COc1cccc(C(=O)N(CN2CCCC2=O)c2cc(C)on2)c1	87	0.8	18	92	92	.	109	.	-6
Cn1ncc([N+](=O)[O-])c1C(=O)Nc1ccc(-c2nc3ccccc3[nH]2)cc1	.	0.4	62*	.	.	-2	.	-15	.
COc1ccc(-c2nn(C)c(=O)c3ccccc23)cc1NC(=O)Cn1nc(-c2ccccc2)c2ccccc2c1=O	99	0.6	45	101	88	.	290*[fluorescence artefact?]	.	13[fluorescence artefact?]
COc1ccc(S(=O)(=O)Nc2ccc3c(c2)OCO3)cc1	83	0.1	93*	102	96	0	133	11	-2
O=c1[nH]c(/C(=N\O)c2ccccc2)no1	88	0.8	23	98	102	0	99[fluorescence artefact?]	-8	-2
COc1cc(C(=O)NCC(c2cccnc2)N2CCN(c3ccccc3)CC2)cc(OC)c1OC (stereo not drawn)	79	1	5	100	91	-4	112	-7	3
O=C(CCc1ccccc1)Nc1nc2n(n1)C(c1ccc(Cl)cc1)CC(=O)N2 (stereo not drawn)	105	0.9	11	107	87	-3	112	-8	-1
CCOc1ccc(N2CC(C(=O)NCCc3ccc(OC)c(OC)c3)CC2=O)cc1 (stereo not drawn)	104	.	.	100	96	.	121	.	-4
CCOCc1cc(C2NC(=O)NC(C)=C2C(=O)OCC)ccc1OC (stereo not drawn)	76	0.9	9	90	93	-1	116	-18	-2[fluorescence artefact?]
C[N+]1(CC(=O)OCCCc2ccccc2)CCOCC1	83	0.9	7	102	101	-1	97	1	-4
Cc1cc(=O)oc2cc(OCC(=O)N3CCCC(C)C3)ccc12 (stereo not drawn)	100	0.7	29	.	100	1	124	0	-3
NS(=O)(=O)c1cccnc1Nc1ccc(Cl)c(Cl)c1	.	0.5	50	.	.	-2	.	-4	.
Cc1ccc(C)c2c(SC(C)C(=O)NCc3ccco3)nc(-c3ccccc3)nc12 (stereo not drawn)	77	.	.	87	87	.	150	.	-4
COC(=O)C1CCCN1C(C(=O)NC1CCCCC1)c1ccc(Cl)cc1 (stereo not drawn)	84	.	.	96	108	.	184	.	-4
O=C(N/N=C/c1ccco1)c1cnccn1	.	1	-2	.	.	-3	.	-9	.
N/C(=N\c1nc2c(c(=O)[nH]1)CCCC2)Nc1ccccc1Sc1ccccc1	91	0.5	46	96	83	-5	109[fluorescence artefact?]	-12	-1
COc1ccc(/C=N/c2nc3ccccc3n2C)cc1OC	95	1.1	-10	99	92	-8	120	12	-4
N#Cc1nc(-c2ccccc2Cl)oc1N1CCOCC1	65	0.9	15	91	87	-2	83[fluorescence artefact?]	4	1
C=CCNc1nc(N)c(C(=C(C#N)C#N)c2ccccc2)s1	.	0.8	22	.	.	-5	.	-18	.
CN(C)c1nc(Oc2ccc(/C=N/O)cc2)nc(N(C)C)n1	83	1.1	-6	.	103	1	124	9	-5
CCOC(=O)CSc1ccc(-c2nc3cc(C)c(C)cc3[nH]2)cn1	84	1.1	-13	77	117	0	95	9	-2
CC1=C(C(=O)OC2CCCCC2)C(c2ccco2)n2ncnc2N1 (stereo not drawn)	90	0.3	73*	103	99	-2	94	-8	-4
Cc1ccc(C)c(N(C(=O)Cn2nnc(-c3cccs3)n2)C(C(=O)NC2CC2)c2ccc(C)o2)c1 (stereo not drawn)	84	0.5	48	87	84	3	112	0	2
CC(C)c1ccc(N2CCN(C(=O)c3ccccc3NC(=O)/C=C(\C(=O)O)c3ccccc3)CC2)cc1	.	0.8	22	.	.	2	.	9	.
Cn1c(=O)oc2cc(S(=O)(=O)Nc3cccc(C(=O)O)c3)ccc21	93	1.2	-21	104	102	5	105	-5	1[fluorescence artefact?]
c1cc2ccc3ccc(CN4CCOCC4)c4ccc(c1)c2c34	82	0.3	74*	93	90	.	88	.	-2[fluorescence artefact?]
CCCCNC(=O)Nc1cnn(CC)c1C(N)=O	.	1	-1	.	.	0	.	-41	.
Cc1cccc2cc(C#N)c(NCCNS(=O)(=O)c3ccc4c(c3)OCCO4)nc12	65	0.5	53*	93	86	-4	157	-1	8[fluorescence artefact?]
COc1ccc(C2C3=C(CCCC3=O)Nc3nc4ccccc4n32)cc1OC (stereo not drawn)	94	.	.	96	91	.	94[fluorescence artefact?]	.	3
COc1ccc(-c2nnnn2-c2ccccc2OC)cc1	22*	.	.	82	72	.	90	.	-7
O=C1CN(C(=O)COC(=O)C2CCN(S(=O)(=O)c3ccccc3C(F)(F)F)CC2)c2ccccc2N1	.	0.4	57*	.	.	5	.	11	.

In the list so far, two have a CF3 group.
SMILES	H69AR growth 86K	CYP2C19 act	CYP2C19 inh	Fibroblast inh	HUVEC prolif 384	CD11b adhes enh	ERa SRC1 pot	CD11b adhes inh	ERa SRC1 inh
COCCn1nnnc1CN1CCN(c2cccc(C(F)(F)F)c2)CC1	105	0.2	78*	109	95	-3	127	-8	-1
O=C1CN(C(=O)COC(=O)C2CCN(S(=O)(=O)c3ccccc3C(F)(F)F)CC2)c2ccccc2N1	.	0.4	57*	.	.	5	.	11	.

The listing picks up, starting 2 compounds before the break.
SMILES	H69AR growth 86K	CYP2C19 act	CYP2C19 inh	Fibroblast inh	HUVEC prolif 384	CD11b adhes enh	ERa SRC1 pot	CD11b adhes inh	ERa SRC1 inh
COc1ccc(-c2nnnn2-c2ccccc2OC)cc1	22*	.	.	82	72	.	90	.	-7
O=C1CN(C(=O)COC(=O)C2CCN(S(=O)(=O)c3ccccc3C(F)(F)F)CC2)c2ccccc2N1	.	0.4	57*	.	.	5	.	11	.
CCOC(=O)C(NC(=O)CC(C)C)(Nc1cc(C)on1)C(F)(F)F (stereo not drawn)	87	0.6	38	98	95	-3	119	-6	0[fluorescence artefact?]
COC(=O)c1sc(NC(=O)c2csc3c2CCCC3)nc1C	50	1.1	-11	92	87	3	125	-8	-3[fluorescence artefact?]
O=C(O)CN1CCN(Cc2ccccc2)C1=O	94	.	.	107	96	.	111	.	-8
CCC(=O)Nc1nc(-c2ccccc2)ns1	84	.	.	108	102	.	104	.	7
COC(=O)Nc1ccc(S(=O)(=O)N2CCN(CCN3C(=O)C4C5C=CC(C5)C4C3=O)CC2)cc1 (stereo not drawn)	80	0.9	6	93	92	-3	100	1	2
NC(=O)C1(N2CCCCC2)CCN(C2CC(=O)NC2=O)CC1 (stereo not drawn)	106	.	.	97	87	.	110	.	-22
CCOC(=O)C1=C(C)OC(N)=C(C#N)C1c1cc(OC)c2c(c1)OCO2 (stereo not drawn)	88	0.2	84*	94	82	1	108	6	-3
CCc1ccc(NC(=O)c2ccnc(C(C)(C)C)c2)cc1	90	0.9	8	104	103	.	85	.	-4[fluorescence artefact?]
Cc1ccc(C)c(NC(=O)c2ccc3c(c2)N(Cc2ccc(F)cc2)C(=O)CS3=O)c1 (stereo not drawn)	93	0.8	17	102	87	-2	103[fluorescence artefact?]	21	0
COCCSc1nnc(NC(=O)Cc2cccs2)s1	96	.	.	103	102	.	62	.	12
